Screening results (PubChem)
SNCA expr inhib: SNCA gene expression inhibition; HEK-293 SNCA-luciferase knock-in, luminescence, 24 h; Potency, µM (series often up to 57.2 µM), for inactives: at the highest dose activity change, negative = inhibition, usual class: inhibitors; hit rate 0.17% among 140,000;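 note: potency is the fitted concentration of half-maximal effect; plate controls were DMSO cells for no effect and cell-free wells for full effect; nearly all actives have a fitted effect of over 45% in size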
HEK293 tox: kills HEK 293 cells; HEK 293 viability, ATP luminescence (CellTiter-Glo), 48-72 h; hit rate 6.6% among 94,000; Potency, µM (top dose mostly 115 µM), inactives show at the highest dose activity change, negative = cytotoxicity, actives largely listed as inhibitors; note: potency is the fitted concentration of half-maximal effect; nearly all actives have a fitted effect of over 60% in size
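ATP-coupled CellTiter-Glo luminescence served as viability read-out, recorded 10 min after reagent addition at room temperature. HEK 293 cells, 250 cells/well, had been incubated with pintool-transferred compound for 48 or 72 hr at 37 degree Celsius.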
GPT2 inh: inhibitors of human GPT2 alanine aminotransferase | hit rate 0.25% among 100,000 | Potency, µM (series often up to 57.7 µM), without a hit: top-dose activity change, negative = inhibition, hits mostly inhibitors | Q8TD30 | Recombinant GPT2, coupled pyruvate oxidase/HRP Amplex Red fluorescence; note: potency is the fitted concentration of half-maximal effect; nearly all actives have a fitted effect of over 60% in size; many of its hits are not listed in these tables
Target sequence (Q8TD30 whole entry, looked up): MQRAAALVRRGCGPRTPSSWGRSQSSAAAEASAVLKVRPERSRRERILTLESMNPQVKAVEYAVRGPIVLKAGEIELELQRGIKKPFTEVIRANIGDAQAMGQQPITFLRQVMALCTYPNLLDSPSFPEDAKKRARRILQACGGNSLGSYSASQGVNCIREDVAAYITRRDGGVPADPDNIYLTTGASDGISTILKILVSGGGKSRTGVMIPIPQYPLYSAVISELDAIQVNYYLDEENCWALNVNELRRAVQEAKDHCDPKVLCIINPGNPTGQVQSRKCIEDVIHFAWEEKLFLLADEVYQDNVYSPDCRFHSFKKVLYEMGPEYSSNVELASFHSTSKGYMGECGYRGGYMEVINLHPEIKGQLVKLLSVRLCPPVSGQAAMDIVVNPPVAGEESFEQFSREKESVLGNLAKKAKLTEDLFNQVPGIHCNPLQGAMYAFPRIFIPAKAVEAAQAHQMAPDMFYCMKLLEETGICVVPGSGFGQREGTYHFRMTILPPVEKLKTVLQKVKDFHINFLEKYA
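Recombinant GPT2 (10ng/uL) with 250uM a-KG and 2mM L-alanine, 30 min at room temperature, in HEPES pH 7.5 buffer. Pyruvate detected by pyruvate oxidase/HRP/Amplex Red fluorescence after 30 min in the dark; AOA (50uM) as positive control.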
NIH3T3 tox: NIH 3T3 cell cytotoxicity | AID 1345082 | NIH 3T3 viability, CellTiter-Glo ATP luminescence, 48-72 h | hit rate 4.3% among 94,000 | Potency, µM (series often up to 96.7 µM), for inactives: top-dose activity change, negative = cytotoxicity, actives largely listed as inhibitors; note: potency is the fitted concentration of half-maximal effect; nearly all actives have a fitted effect of over 55% in size
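Cytotoxicity is measured as loss of cellular ATP: NIH 3T3 cells (400/well) are exposed to compound for 48 or 72 hr at 37 °C, then CellTiter-Glo luminescence is imaged after 10 min at room temperature.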
SNCA viab count: reduces viability of HEK-293 SNCA reporter cells; HEK-293-SNCA-luc viability, GF-AFC fluorescence, 24 h; Potency, µM (doses to about 57.1 µM), for the others: at the top dose activity change, negative = cytotoxicity, usual class: cytotoxic; hit rate 0.12% among 150,000; AID 1671193;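 note: potency is the fitted concentration of half-maximal effect; 0% = DMSO-treated cells and -100% = medium-only wells without cells; nearly all actives have a fitted effect of over 30% in size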
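HEK-293-SNCA-luc cells (1500/well) plated 24 h, then exposed 24 h to a dilution series; GF-AFC added 30 min at 37C, fluorescence 405/540 nm; normalised to medium-only and DMSO wells, Hill fit.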
Luciferase inh: blocks purified firefly luciferase enzyme activity; purified P. pyralis luciferase, luminescence, biochemical; Potency, µM (doses to about 115 µM), inactives show top-dose activity change, negative = inhibition, actives largely listed as inhibitors; hit rate 2.5% among 76,000; AID 1347043; note: potency is the fitted concentration of half-maximal effect; nearly all actives have a fitted effect of over 65% in size
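Luminescence read by CCD imager after adding enzyme (10nM final) to wells holding compound, titrated in qHTS. Substrates 10uM each D-luciferin and ATP; buffer 50mM Tris acetate pH 7.5, 10mM Mg acetate, Tween-20, BSA.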
IP6K1 inhibitor: inhibitors of human IP6K1. Q92551. IP6K1 kinase, ADP-Glo luminescence, 2 h; active compounds read low. activity change, % (series mostly up to about 58 µM). hit rate 0.81% among 140,000. AID 1645851; in the data active = activity change below about -25%
Target sequence (Q92551 whole entry, looked up): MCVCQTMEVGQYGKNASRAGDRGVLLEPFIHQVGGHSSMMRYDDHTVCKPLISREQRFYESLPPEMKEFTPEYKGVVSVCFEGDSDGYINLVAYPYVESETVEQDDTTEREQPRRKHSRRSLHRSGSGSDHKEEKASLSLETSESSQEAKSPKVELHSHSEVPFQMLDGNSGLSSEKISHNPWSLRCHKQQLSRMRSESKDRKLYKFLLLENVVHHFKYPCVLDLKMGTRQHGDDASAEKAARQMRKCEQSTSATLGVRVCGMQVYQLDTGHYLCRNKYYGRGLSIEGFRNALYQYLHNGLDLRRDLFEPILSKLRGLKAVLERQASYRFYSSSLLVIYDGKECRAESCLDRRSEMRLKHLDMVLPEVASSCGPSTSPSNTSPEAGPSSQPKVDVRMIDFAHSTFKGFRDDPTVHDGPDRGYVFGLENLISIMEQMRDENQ
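ADP-Glo luminescence measures ADP made by human IP6K1 during a 2 h RT reaction with ATP/IP6 (mix at 1.3 mM/130 uM); top library doses 57.5 and 19.1 uM final.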
An asterisk follows results filed as active; i = inactive; ? = inconclusive; nt = not tested or not shown; [ ] = remark or other dose. Unless noted, calls come from the whole dose curve; as a rule, active = well fitted curve in the direction sought with a large enough effect; inconclusive = small, poorly fitted or top-dose-only effect, or another doubt; inactive = no such curve, though single readings can be large; an effect the other way counts as inactive or inconclusive. Unless noted, % is set by controls: 0 for no effect and ±100 for the full control effect.

Molecule	HEK293 tox	SNCA viab count	IP6K1 inhibitor	SNCA expr inhib	Luciferase inh	GPT2 inh	NIH3T3 tox
O=C(C1CCc2nnc(C3CCN([S+](=O)([O-])c4ccccc4Cl)CC3)n21)N1CCCCC1 (centres undefined)	-1%	2%	-11	11%	nt	2%	-20%
CCc1ccc(C2CC(=O)c3c([nH]c(C(=O)OCC4CCCCC4)c3C)C2)cc1 (centres undefined)	nt	?	9	-1%	nt	nt	nt
COc1ccccc1-c1cccc(C(=O)N2CCN(C(=O)C3CCCC3)CC2)c1	?	-2%[12.5 µM]	-2	-14%	nt	i	?
Cn1ccnc1CN1C(=O)CO[C@H]2CN(C(=O)c3cccnc3)C[C@H]21	1%[172 µM]	2%[87.6 µM]	4	12%[87.6 µM]	-7%[172 µM]	?	1%[174 µM]
COc1cccc(-n2ccnc2SCC(=O)Nc2cccc(C)c2C)c1	nt	4%	-7	-30%	nt	nt	nt
CCc1ccc2c(c1)NC(c1cccs1)=NC(c1ccc(F)cc1)=N2	nt	6%	-1	68%[activator]	nt	nt	nt
COc1ccc(C(=O)Nc2nnc(C)s2)cc1	nt	2%	3	-7%	nt	nt	nt
O=C(CSc1n[nH]c(-c2ccc(F)cc2)n1)N1CCN(c2ccc(F)cc2)CC1	nt	?	12	-15%	nt	nt	nt
CNc1nc2c(c(C(=O)N3CCCC3)n1)CN(CCC(C)c1ccc(C)o1)CC2 (centres undefined)	-9%	0%	5	-13%	8%	5%	-12%
Cc1nc(C)c(C(=O)N2CCC(Oc3ccc(-c4noc(-c5ccccc5)n4)cc3)C2)s1 (centres undefined)	?	?	6	-14%	5.6µM*	i	?
Cc1ccc(NS(=O)(=O)c2c(C)nc3sc(C)c(C)n3c2=O)cc1F	nt	4%	-7	3%	nt	nt	nt
CCc1nn2c(=O)cc(COC(=O)C(CC)c3ccccc3)nc2s1 (centres undefined)	nt	-3%	0	30%[activator]	nt	nt	nt
CCn1ccc(C(=O)N2CCCCCCN(C)C(=O)[C@@H]3CCC[C@@H]32)n1	-6%	1%	-3	13%	2%	-4%	-3%
Cc1ccc(NC(=O)Cn2ccn3nc4c(c3c2=O)CCCCC4)cc1C	40µM*	-2%	20	-1%	-6%	i	-25%
O=C(c1ccc(F)cc1F)N1CCC(c2noc(-c3ccc(S(=O)(=O)N4CCCC4)cc3)n2)CC1	nt	5%	-11	-1%	nt	nt	nt
COc1ccc(-c2cccc(C(=O)NC3CCOCC3)c2)nn1	?	nt	-1	nt	nt	nt	?
COCc1noc([C@@H]2CC(F)(F)CN2C(=O)Cc2cccc(F)c2)n1	i	1%	-1	5%	1%	2%	2%
CC(=O)Nc1ccc(C2(C(=O)NCc3cccc(F)c3)CCC2)cc1	-4%	-5%	6	-1%	-2%	i	-1%
Cc1nn(-c2ccccc2[N+](=O)[O-])c(C)c1[C@@H]1C=C[C@@H](NCc2ccc(F)cc2)C1	100µM*	?	27	-16%[87.6 µM]	?	i	89µM*
C#CCNC(=O)C1CCN(C(=O)c2ccc(-c3cncnc3)cc2)CC1	-15%	nt	16	nt	nt	nt	-13%

Filtered by structure, those above containing an aryl thioether with sulfur outside any ring (2)
Molecule	HEK293 tox	SNCA viab count	IP6K1 inhibitor	SNCA expr inhib	Luciferase inh	GPT2 inh	NIH3T3 tox
COc1cccc(-n2ccnc2SCC(=O)Nc2cccc(C)c2C)c1	nt	4%	-7	-30%	nt	nt	nt
O=C(CSc1n[nH]c(-c2ccc(F)cc2)n1)N1CCN(c2ccc(F)cc2)CC1	nt	?	12	-15%	nt	nt	nt

Later entries:
Molecule	HEK293 tox	SNCA viab count	IP6K1 inhibitor	SNCA expr inhib	Luciferase inh	GPT2 inh	NIH3T3 tox
CC(C)n1cnnc1C1CCCN1S(=O)(=O)c1ccccc1 (centres undefined)	-10%	3%	19	31%[activator]	nt	-4%	-9%
CSC(N)=NCCC[C@H](N)C(=O)O	nt	7%	nt	-4%	nt	-3%	nt
COc1cccc(CC(=O)N2CCC3(CC2)OC(=O)N(Cc2csc(C)n2)C3(C)c2ccccc2)c1 (centres undefined)	-40%	-27%	7	-8%	-1%	0%	7.1µM*
CN(CC1CCCCC1)C1CCc2nn(C)c(=O)n2CC1 (centres undefined)	-11%	4%	-10	32%	1%	2%	-3%
CN(C)CCCC(=O)N1CCC2(CC1)CN(C(=O)Cc1ccc(O)cc1)CCO2	i	0%	3	7%	nt	5%	4%
CCCN(CC1CCOC1)S(=O)(=O)c1ccc(Br)cc1 (centres undefined)	4%	9%	0	-14%	-1%	5%	i
Fc1ccc(-c2cc(CC3(NCc4cccnc4)COC3)no2)cc1	1%[172 µM]	-1%[87.6 µM]	2	0%[87.6 µM]	-2%[172 µM]	i	-4%[174 µM]
O=C(N1CCCC1)N1CCn2c(nnc2-c2cncc(Br)c2)C1	i	-1%	4	2%	nt	-7%	3%
CCOC(=O)c1c(C)oc2ncnc(Nc3ccc(F)cc3Cl)c12	nt	4%	-10	12%	nt	nt	nt
COC(=O)[C@@H]1Cc2ncn(C)c2CN1S(=O)(=O)c1ccc(OC)cc1	i	-1%[87.6 µM]	10	?	-5%[172 µM]	i	-29%[174 µM]
Cc1ccccc1-c1nc(CS(=O)CC(=O)N2CCN(c3cc(Cl)ccc3C)CC2)c(C)o1 (centres undefined)	nt	0%	1	-14%	nt	nt	nt
COc1ccc(NC(=O)CCc2c(C)nc3cc(-c4cccc(F)c4)nn3c2C)cc1Cl	nt	3%	14	?	nt	nt	nt
C[S+](=O)([O-])c1cccc(-c2nnc3ccc(C(=O)N4CCOCC4)cn23)c1	-18%	8%	3	11%	nt	i	-15%
Cc1c(Cl)cccc1NC(=O)C(C)N(c1ccccc1)S(C)(=O)=O (centres undefined)	nt	-9%	18	15%	nt	nt	nt
O=C1N(Cc2ccccc2)CCOC12CCN(Cc1cc(F)ccc1F)CC2	?	7%[87.6 µM]	3	5%[87.6 µM]	2%[172 µM]	-3%[88.5 µM]	?
Cc1cccc(C)c1NC(=O)C(=O)NCC(c1cccnc1)N1CCc2ccccc21 (centres undefined)	nt	-5%	-4	1%	nt	nt	nt
Cc1cnc(C2CC2)n1CCNS(=O)(=O)c1cc(F)cc(F)c1	12%	-4%	-14	6%	11%	1%	i
COCCCn1c(=O)c(C(=O)N2CCN([S+](=O)([O-])c3c(C)noc3C)CC2)nc2cccnc21	i	4%	1	15%	nt	i	-20%
COc1ccc(-c2noc([C@@H]3C[C@H](NS(=O)(=O)c4ccc(F)cc4)CN3C)n2)cc1	?	-17%[87.6 µM]	1	121%[activator][87.6 µM]	18µM*	0%[88.5 µM]	?
O=C(c1cc(CN2CCOCC2)on1)N1CCc2c(nc3cc(-c4ccccc4)[nH]n3c2=O)C1	11%	-1%	0	-1%	-26%	-6%	-3%
CCOC(=O)C1CCN(C(=O)c2cn3cc(-c4ccc(OC)cc4)sc3n2)CC1	?	-2%	6	50%[activator]	nt	i	?
CCOC(=O)c1cccc(NC(=O)c2ccc3c(Cl)c4c(nc3c2)CCC4)c1	nt	3%	-15	-2%	nt	nt	nt
Cc1nc(N(C)C)ncc1C(=O)NC(C(=O)O)c1c(C)n[nH]c1C (centres undefined)	?	-18%	-15	1%	-7%	-20%	?
CCNC(=O)N(C1CC1)C1CCOC2(CCN(C(=O)NCc3ccc(C)cc3)CC2)C1 (centres undefined)	1%	4%	-15	20%	-6%	i	-13%
CCOC(=O)C1CCN(C(=O)C2CCc3nnc(C4CCN(C(C)=O)CC4)n32)CC1 (centres undefined)	i	12%	-13	-1%	nt	4%	-6%
CCOC(=O)c1c(C)[nH]c(C)c1S(=O)(=O)N1CCC(C(=O)Nc2cc(C)ccn2)CC1	nt	-8%	9	?	nt	nt	nt
O=C(c1ccc(OC2CCN(C(=O)c3ccco3)CC2)nc1)N1CCOCC1	8%	3%	43	22%	-9%	i	2%
O=c1c2nc(N3CCC(c4ccccc4)CC3)ccc2ncn1C1CC1	89µM*	-6%[87.6 µM]	3	1%[87.6 µM]	1.4µM*	-2%[88.5 µM]	?
CCNC(=O)N1CCOc2ccc(CN3CCc4ccccc4C3)cc2C1	-25%	-9%	-3	15%	-3%	3%	-18%
Cc1nn2c(c1-c1ccccc1OCc1ccccc1)N(Cc1ccccc1)CCC2	?	?	23	?	-4%[172 µM]	0%[88.5 µM]	?
Cc1cc(-c2nccc3c(=O)cc(N(C)C)oc23)ccn1	-6%[230 µM]	6%[87.6 µM]	-6	45%[activator][87.6 µM]	-2%[230 µM]	?	?
CC(=O)O[C@H]1CC[C@]2(C)[C@H]3CC[C@]4(C)Oc5oc(C)cc(=O)c5C[C@H]4[C@]3(C)CC[C@H]2C1(C)C	nt	-41%[23.9 µM]	-10	nt	nt	i	nt
O=C(Cn1nc(Cc2cccnc2)c2ccccc2c1=O)N1CCN(c2ccc(F)cc2)CC1	nt	-2%	48	14%	nt	nt	nt
Cc1ccc(S(=O)(=O)Nc2cc3c(cc2N2CCOCC2)n(C)c(=O)n3C)c(C)c1	nt	-19%	-5	30%	nt	nt	nt
CN(C(=O)C1C2C(=O)N(C3CCCCCC3)C[C@@]23C=C[C@@H]1O3)C1CCSCC1 (some centres undefined)	-6%	?	26	-23%	2%	?	-3%
COc1ccc(C(=O)NC2CCN(c3cn[nH]c(=O)c3)CC2)cc1OC	2%	6%	6	-17%	0%	-21%	i
CC1=C[C@@H](CNC(=O)c2ccccn2)[C@H](C(C)C)C[C@H]1CC(=O)N1CCCC1	?	?	11	?	5%[172 µM]	-4%[88.5 µM]	100µM*
O=C(c1ccc2nnc(CC3CC3)n2c1)N1CCOCC1	-2%[172 µM]	11%[87.6 µM]	4	-10%[87.6 µM]	nt	i	-8%[138 µM]
O=C1NC(=NC2CCCCC2)C2(CCCN(CC3CC3)C2)N1c1cccnc1 (centres undefined)	-28%	1%	-7	8%	nt	i	?
CCOC(=O)N1CCc2c(sc3c2c(=O)n(CCc2ccccc2)c(=O)n3Cc2cc(C)ccc2C)C1	nt	-19%	2	9%	nt	nt	nt
CCN1CCN(CCNC(=O)C2CCN(C(=O)N3CC4CC(C3)[C@H]3CCCC(=O)N3C4)CC2)CC1 (some centres undefined)	-25%	2%	6	-29%	-9%	-2%	-25%
O=C(NCc1ccncc1)C1CN(S(=O)(=O)c2ccccc2)CC12CCCCC2 (centres undefined)	-4%	5%	5	-24%	-6%	i	-5%

Only part of the results is shown; rates above refer to the full screens.
